RXFP1 antagonist – qHTS Assay for Antagonists of the Relaxin Receptor RXFP1; Relaxin receptor 1 (Homo sapiens), Q9HBX9; HEK293-RXFP1, relaxin-stimulated cAMP HTRF, 30 min; hits give low values; activity change, negative = inhibition, % at 57.5 µM; 350,000 tested, 0.59% active;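 active = activity change of -60% or lower, but not beyond a set lower limit; inconclusive = change between -60% and -40%, or beyond the set limit; inactive = change above -40%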; note: % is set by controls: 0 for no effect and ±100 for the full control effect
D2 PAM – HTS Assay for Positive Allosteric Modulators of the Human D2 Dopamine Receptor: Primary Screen for Potentiators | D(2) dopamine receptor (Homo sapiens), P14416 | HEK293 T-REx D2, calcium flux, EC20 dopamine potentiation | potentiation, % at 10 µM | 340,000 tested, 0.34% active | AID 485347, 2010;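 active = potentiation over 3 SD above the plate norm, cut at about 30% in these data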; note: 0% is about no effect
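Potentiation of an EC20 dopamine calcium response is measured in a force-coupled, tetracycline-inducible Hek293 Trex D2 line. Compound-only kinetic reads over 180 s flag agonists before dopamine addition.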
TRHR PAM – qHTS for Small Molecule Agonists and Allosteric Enhancers of Human TRH Receptor: Primary Screen for Enhancers; enhancement, % at 2 µM; 360,000 tested, 0.66% active; Thyrotropin-releasing hormone receptor (Homo sapiens), P34981; AID 493056, 2011; TRHR cells, fluo-8 calcium fluorescence, EC20 TRH enhancement; in the data active = enhancement above about 30%; note: 0% is about no effect
Target sequence (P34981 whole entry, looked up): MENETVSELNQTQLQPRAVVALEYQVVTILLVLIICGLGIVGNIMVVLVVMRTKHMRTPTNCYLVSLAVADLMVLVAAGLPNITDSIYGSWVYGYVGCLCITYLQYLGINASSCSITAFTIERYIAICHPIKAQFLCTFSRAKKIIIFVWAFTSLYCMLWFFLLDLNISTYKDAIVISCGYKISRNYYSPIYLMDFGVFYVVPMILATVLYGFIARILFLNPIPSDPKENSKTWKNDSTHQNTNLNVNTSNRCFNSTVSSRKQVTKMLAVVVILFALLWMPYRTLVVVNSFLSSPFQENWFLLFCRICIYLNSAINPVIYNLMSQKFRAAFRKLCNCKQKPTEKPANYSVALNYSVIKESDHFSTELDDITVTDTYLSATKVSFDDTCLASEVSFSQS
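Enhancer read-out: after compound pinning and an initial kinetic agonist-mode read, an EC20 of TRH (10 nM final) was injected and fluo-8 calcium signal (Ex 480/Em 530) followed at 1 s/cycle for 100 cycles in TRHR-expressing cells.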
Anesthetic bind – qHTS Assay for Identification of Novel General Anesthetics. Ferritin light chain (Equus caballus), P02791. apoferritin/1-aminoanthracene competitive binding, fluorescence. Potency, µM (top dose mostly 77.5 µM), for the others: top-dose activity change, negative = displacement, hits mostly inhibitors. 350,000 tested, 0.074% active. AID 485281, 2010; note: potency is the fitted concentration of half-maximal effect; % is set by controls: 0 for no effect and ±100 for the full control effect; nearly all actives have a fitted effect of over 20% in size
Target sequence (P02791 2-175 limits assumed): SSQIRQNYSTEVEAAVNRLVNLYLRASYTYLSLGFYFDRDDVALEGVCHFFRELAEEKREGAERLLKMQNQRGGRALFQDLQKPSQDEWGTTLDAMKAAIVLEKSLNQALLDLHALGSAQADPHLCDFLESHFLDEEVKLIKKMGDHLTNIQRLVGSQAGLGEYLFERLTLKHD
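Horse-spleen apoferritin (10 uM) in 50% saturated 1-aminoanthracene in PBS was incubated 10 min at room temperature with compound. Fluorescence (ex 380, em 535 nm) was normalized to free and bound 1-AMA, with concentration-response fitted by a four-parameter Hill equation.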
D1 antagonist – Antagonist of Human D 1 Dopamine Receptor: qHTS; D(1A) dopamine receptor (Homo sapiens), P21728; HEK293 TREx D1 cells, calcium flux, dopamine EC80; hits give low values; activity change, negative = inhibition, % at 10 µM; 360,000 tested, 3.2% active; in the data active = activity change below about -30%; note: % is set by controls: 0 for no effect and ±100 for the full control effect
Target sequence (P21728 whole entry, looked up): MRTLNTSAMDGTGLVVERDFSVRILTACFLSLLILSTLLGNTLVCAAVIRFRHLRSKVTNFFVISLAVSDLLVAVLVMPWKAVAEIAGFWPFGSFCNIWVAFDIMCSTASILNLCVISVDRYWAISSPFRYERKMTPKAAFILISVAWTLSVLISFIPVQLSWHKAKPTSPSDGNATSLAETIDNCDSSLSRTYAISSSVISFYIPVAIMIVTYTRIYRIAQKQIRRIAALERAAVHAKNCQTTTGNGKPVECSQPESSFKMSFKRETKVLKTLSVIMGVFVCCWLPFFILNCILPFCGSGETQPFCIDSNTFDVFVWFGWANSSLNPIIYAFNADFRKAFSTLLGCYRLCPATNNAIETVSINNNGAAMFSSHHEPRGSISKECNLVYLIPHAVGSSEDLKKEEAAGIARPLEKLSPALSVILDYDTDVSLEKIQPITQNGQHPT
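Calcium flux readout: force-coupled, inducible Hek293 Trex D1 line, cells induced overnight at 30 C with tetracycline, dye-loaded 30–90 min at RT. Antagonism scored against EC80 dopamine challenge given 180 s after compound.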
D1 PAM – Potentiators of Human D1 Dopamine Receptor: qHTS; D(1A) dopamine receptor (Homo sapiens), P21728; HEK293 TREx D1 cells, calcium flux, dopamine EC20 potentiation; potentiation, % at 10 µM; 360,000 tested, 0.036% active; AID 504651, 2011; in the data active = potentiation above about 30%; note: 0% is about no effect
RXFP1 agonist – qHTS Assay for Agonists of the Relaxin Receptor RXFP1. 370,000 tested, 0.3% active. Relaxin receptor 1 (Homo sapiens), Q9HBX9. Potency, µM (top dose mostly 57.5 µM), without a hit: top-dose activation, usual class: activators. HEK293T-RXFP1 cAMP TR-FRET, 30 min; response scale: percent of porcine relaxin response, buffer zero; note: potency is the fitted concentration of half-maximal effect; % is set by controls: 0 for no effect and ±100 for the full control effect; nearly all actives have a fitted effect of over 60% in size; many of its hits are not listed in these tables
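HEK293 cells stably expressing RXFP1, treated 30 min at 37C with compounds plus PDE4 inhibitor Ro 20174; cAMP measured by HTRF TR-FRET. Normalized to buffer and 29 nM porcine relaxin; EC50 by Hill fit.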
TRHR agonist – qHTS for Small Molecule Agonists and Allosteric Enhancers of Human TRH Receptor: Primary Screen for Agonists; TRHR cells, calcium flux fluo-8, FDSS agonist mode; activation, % at 2 µM; AID 493084, 2011; Thyrotropin-releasing hormone receptor (Homo sapiens), P34981; 360,000 tested, 0.18% active; in the data active = activation above about 30%; note: 0% is about no effect
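Agonist-mode FDSS calcium read (Ex 480/Em 530, 1 s cycles) in 1536-well TRHR cells with fluo-8 dye, after 10-cycle baseline and 23 nL compound addition; TRH at EC20 (10 nM final) added afterwards for the enhancer phase.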
D1 ag – Allosteric Agonists of the Human D1 Dopamine Receptor: qHTS; D(1A) dopamine receptor (Homo sapiens), P21728; HEK293 T-REx D1 cells, calcium flux, agonist mode; activation, % at 2 µM; 360,000 tested, 1% active; AID 504660, 2011; in the data active = activation above about 30%; note: 0% is about no effect
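Inducible HEK293 T-REx D1 cells, force-coupled to calcium signalling, were plated at 4000 cells/well with tetracycline and held overnight at 30 C. After no-wash calcium dye loading, compound-evoked calcium rise over 180 s flagged agonists.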
* = called active by the depositor; & = joins results of further samples. Unless noted, calls come from the whole dose curve; as a rule, active = well fitted curve in the direction sought with a large enough effect; inconclusive = small, poorly fitted or top-dose-only effect, or another doubt; inactive = no such curve, though single readings can be large; an effect the other way counts as inactive or inconclusive.

Screening C=CCn1c(SCn2nnc3ccccc3c2=O)nnc1-c1ccc(F)cc1 returned RXFP1 antagonist 11, D2 PAM 8, TRHR PAM -9, Anesthetic bind -18%, D1 antagonist -8, D1 PAM -9, RXFP1 agonist 3.7%, TRHR agonist -1.2 and D1 ag 0.
For O=C1Nc2ccccc2C(O)(C(=O)NCc2ccco2)N1c1ccc(Cl)cc1 (stereo not drawn) the results were RXFP1 antagonist 2, D2 PAM 9, TRHR PAM -4, Anesthetic bind -1%, D1 antagonist 0, D1 PAM 0, RXFP1 agonist 0.1%, TRHR agonist 0.1 and D1 ag 3.
`COc1ccc(C2c3c(oc4ccc(F)cc4c3=O)C(=O)N2Cc2ccc3c(c2)OCO3)cc1` (stereo not drawn) gave RXFP1 antagonist -1, D2 PAM 4, TRHR PAM 1, Anesthetic bind -8%, D1 antagonist -21, D1 PAM -8, RXFP1 agonist 2.7%, TRHR agonist 0.8 and D1 ag 0.
`Cn1c(CNC(=O)CNS(=O)(=O)c2ccc(F)cc2F)cc(=O)n(C)c1=O` gave RXFP1 antagonist 8, D2 PAM -5, TRHR PAM 26, Anesthetic bind -2%, D1 antagonist -17, D1 PAM -8, RXFP1 agonist 9.6%, TRHR agonist 0.6 and D1 ag 3.
Cc1c(C(=O)N(C)CCC#N)oc2ccc(S(=O)(=O)N3CCOCC3)cc12 was read as RXFP1 antagonist 6, D2 PAM -3, TRHR PAM -5, Anesthetic bind -7%, D1 antagonist -1, D1 PAM 4, RXFP1 agonist -1.7%, TRHR agonist 1.4 and D1 ag 0.
Screening O=C(NC(=S)NC(CO)c1ccccc1)c1ccc(F)cc1 (stereo not drawn) returned RXFP1 antagonist -13, D2 PAM 12, TRHR PAM 3, Anesthetic bind -4%, D1 antagonist 0, D1 PAM -6, RXFP1 agonist 0.0%, TRHR agonist 1.1 and D1 ag 4.
COc1ccc(NC(=O)C/C(C)=N/NC(=O)C2CCCCC2)c([N+](=O)[O-])c1 was read as RXFP1 antagonist -3, D2 PAM 14, TRHR PAM -5, Anesthetic bind -15%, D1 antagonist 18, D1 PAM 0, RXFP1 agonist 2.5%, TRHR agonist -0.8 and D1 ag -1.
CC1(C)N=C(N)N=C(N)N1c1cccc(CN)c1 was read as RXFP1 antagonist -10, D2 PAM 21, TRHR PAM -5, Anesthetic bind -9%, D1 antagonist 0, D1 PAM 0, RXFP1 agonist -0.9%, TRHR agonist 0.1 and D1 ag 2.
Screening Cc1ccc(-c2ocnc2C(=O)Nc2ccccc2NC(=O)c2ccccn2)cc1 returned RXFP1 antagonist -16, D2 PAM 4, TRHR PAM -7, Anesthetic bind -24%, D1 antagonist 3, D1 PAM -4, RXFP1 agonist 0.1%, TRHR agonist 2.0 and D1 ag 8.
COc1cc(C(=O)NCCCc2nc3ccccc3n2Cc2cc(C)ccc2C)cc(OC)c1OC was read as RXFP1 antagonist -1, D2 PAM -4, TRHR PAM -2, Anesthetic bind 8%, D1 antagonist -9, D1 PAM 0, RXFP1 agonist -2.0%, TRHR agonist -0.7 and D1 ag 5.
`CCN(CC)C(=O)CSc1nnc2cc(C)c3ccccc3n12` gave RXFP1 antagonist -2, D2 PAM 6, TRHR PAM -3, Anesthetic bind -7%, D1 antagonist -3, D1 PAM 0, RXFP1 agonist 6.7%, TRHR agonist -0.1 and D1 ag 3.
`N#CCSc1ccccc1NC(=O)CN1C(=O)C2CC=CCC2C1=O` (stereo not drawn) gave RXFP1 antagonist 24, D2 PAM 8, TRHR PAM 2, D1 antagonist -9, D1 PAM -1, RXFP1 agonist 1.4%, TRHR agonist 7.4 and D1 ag 18.

3 consecutive entries out of the list so far, for reference:
COc1cc(C(=O)NCCCc2nc3ccccc3n2Cc2cc(C)ccc2C)cc(OC)c1OC was read as RXFP1 antagonist -1, D2 PAM -4, TRHR PAM -2, Anesthetic bind 8%, D1 antagonist -9, D1 PAM 0, RXFP1 agonist -2.0%, TRHR agonist -0.7 and D1 ag 5.
`CCN(CC)C(=O)CSc1nnc2cc(C)c3ccccc3n12` gave RXFP1 antagonist -2, D2 PAM 6, TRHR PAM -3, Anesthetic bind -7%, D1 antagonist -3, D1 PAM 0, RXFP1 agonist 6.7%, TRHR agonist -0.1 and D1 ag 3.
`N#CCSc1ccccc1NC(=O)CN1C(=O)C2CC=CCC2C1=O` (stereo not drawn) gave RXFP1 antagonist 24, D2 PAM 8, TRHR PAM 2, D1 antagonist -9, D1 PAM -1, RXFP1 agonist 1.4%, TRHR agonist 7.4 and D1 ag 18.

Remaining list, next part:
CC(C)c1ccc(NC(=O)CC2Oc3ccccc3NC2=O)cc1 (stereo not drawn) was read as RXFP1 antagonist 5&1, D2 PAM -10&-12, TRHR PAM 1&5, Anesthetic bind 0%&-18%, D1 antagonist -11&4, D1 PAM -7&-4, RXFP1 agonist 8.0%&-0.4%, TRHR agonist -0.2&0.1 and D1 ag 0&0.
NC(=O)c1ccc2c(=O)n3c(-c4cccs4)csc3nc2c1 was read as TRHR PAM 1, Anesthetic bind -8%, D1 antagonist 0, D1 PAM -4, RXFP1 agonist 8.1%, TRHR agonist 0.5 and D1 ag 1.
Screening CCO[C@@H]1c2c(ccc3ccc(=O)oc23)OC(C)(C)[C@@H]1O returned D2 PAM -7, TRHR PAM -6, D1 antagonist 8, D1 PAM -2, RXFP1 agonist 1.6%, TRHR agonist -0.1 and D1 ag -1.
`COc1ccc(C(CNC(=O)c2ccc(S(=O)(=O)N3CCCC3)cc2)N2CCOCC2)cc1` (stereo not drawn) gave RXFP1 antagonist 2, D2 PAM 6, TRHR PAM 7, Anesthetic bind 3%, D1 antagonist 2, D1 PAM -4, RXFP1 agonist -0.8%, TRHR agonist -1.7 and D1 ag 0.
For O=C(CCN1C(=O)/C(=C/c2ccccc2Cl)SC1=S)NNC(=O)c1cccnc1 the results were RXFP1 antagonist -12, D2 PAM -4, TRHR PAM 1, Anesthetic bind -22%, D1 antagonist -7, D1 PAM -13, RXFP1 agonist 0.1%, TRHR agonist -0.2 and D1 ag 2.
`COc1cc(OC)cc(C(=O)NC(C)c2cnn(-c3ccccc3C)c2C)c1` (stereo not drawn) gave RXFP1 antagonist -2, D2 PAM 1, TRHR PAM 0, Anesthetic bind -23%, D1 antagonist 15, D1 PAM -4, RXFP1 agonist 1.1%, TRHR agonist -0.6 and D1 ag 2.
COc1cc2ccccc2cc1C(=O)N(CCN(C)C)c1nc2c(F)cccc2s1 was read as RXFP1 antagonist inconclusive, D2 PAM 6, TRHR PAM 3, Anesthetic bind -4%, D1 antagonist 28, D1 PAM -3, RXFP1 agonist -2.2%, TRHR agonist -0.1 and D1 ag 2.
CC(C)CC(c1nnnn1C1CCCC1)N1CCC(C(N)=O)CC1 (stereo not drawn) was read as RXFP1 antagonist -17, D2 PAM -8, TRHR PAM 10, Anesthetic bind -6%, D1 antagonist 2, D1 PAM 4, RXFP1 agonist -1.8%, TRHR agonist -1.0 and D1 ag 0.
Screening O=C(COC(=O)c1cnc(Cl)c(Cl)c1)NC1CCCCCC1 returned RXFP1 antagonist -8, D2 PAM -7, TRHR PAM -2, D1 antagonist -17, D1 PAM 3, RXFP1 agonist -0.1%, TRHR agonist -0.9 and D1 ag -1.
`Cc1cc(OCCN2CCOCC2)nc2ccccc12` gave RXFP1 antagonist 4, D2 PAM -5, TRHR PAM 11, Anesthetic bind -16%, D1 antagonist -7, D1 PAM -4, RXFP1 agonist 0.9%, TRHR agonist 0.0 and D1 ag 4.
Cc1ccc(C(=O)N/N=C\c2ccc(-c3ccc(Cl)c(Cl)c3)o2)cn1 was read as RXFP1 antagonist -17, D2 PAM -3, TRHR PAM 13, Anesthetic bind -5%, D1 antagonist -14, D1 PAM 0, RXFP1 agonist 0.7%, TRHR agonist -1.5 and D1 ag 1.
For COc1cccc(C(=O)c2cn(CC(=O)NCc3ccco3)c3nc(C)ccc3c2=O)c1 the results were RXFP1 antagonist 16, TRHR PAM -3, Anesthetic bind -11%, D1 antagonist 5, D1 PAM -5, RXFP1 agonist 1.7%, TRHR agonist 0.3 and D1 ag 0.
For Cc1ccc2nc(SCC(=O)NCc3cccs3)c(C#N)cc2c1 the results were RXFP1 antagonist 9, D2 PAM 7, TRHR PAM -5, Anesthetic bind -8%, D1 antagonist -13, D1 PAM 5, RXFP1 agonist inconclusive, TRHR agonist 0.0 and D1 ag 0.
Screening C[C@H](NS(=O)(=O)c1ccccc1)C(=O)OCC(=O)NC(=O)Nc1ccc2c(c1)OCCO2 returned RXFP1 antagonist -10, D2 PAM 12, TRHR PAM 5, Anesthetic bind inconclusive, D1 antagonist 5, D1 PAM -1, RXFP1 agonist 0.8%, TRHR agonist 0.6 and D1 ag 3.
CCCCn1c2ccccc2c2nnc(SCCN3CCCCC3)nc21 was read as RXFP1 antagonist 3, D2 PAM 3, TRHR PAM -5, Anesthetic bind -12%, D1 antagonist -1, D1 PAM 1, RXFP1 agonist 5.1%, TRHR agonist 0.1 and D1 ag 0.
CCOC(=O)N1CCN(C(=O)c2ccc3c(c2)N(Cc2ccccc2F)C(=O)c2ccccc2S3=O)CC1 (stereo not drawn) was read as D2 PAM 2, TRHR PAM 7, Anesthetic bind -15%, D1 antagonist -47*, D1 PAM -4, RXFP1 agonist -2.7%, TRHR agonist -0.1 and D1 ag 0.
For CCOC(=O)c1c(C)[nH]c(C(=O)/C(C#N)=C/c2ccc(OC(F)F)c(OC)c2)c1C the results were RXFP1 antagonist -20, D2 PAM -4, TRHR PAM -4, Anesthetic bind 4%, D1 antagonist 0, D1 PAM -2, RXFP1 agonist 1.4%, TRHR agonist 2.5 and D1 ag 7.

Source: PubChem BioAssay (National Center for Advancing Translational Sciences (NCATS))

Some of the compounds tested; rates above refer to the full screens.
